aDG glyco up – alpha-DG glycosylation activation; Pro5-aDG cells, alpha-DG glycosylation AlphaScreen (IIH6); 0% Pro5, 100% B10-LARGE cell signal; activation, % at 10 µM; 0.22% of 360,000 active; AID 624168;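 active means activation of at least 8% versus controls, or a plate z-score of at least 8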;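 further: Pro5 are CHO cells carrying HIG-tagged alpha-DG that lacks glycosylation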
MITF TRPM1 inh – reduces MITF-dependent TRPM1 promoter luciferase signal. inhibition, % at 12.5 µM. AID 488899. SK-MEL-5 TRPM1 promoter luciferase, 24 h. 0.83% of 330,000 active;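 active means mean inhibition across replicates of 60% or more, whatever share of single replicates reaches that level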; further: values of inactives mirror those of a sister screen read the other way
PDI inh – blocks human protein disulfide isomerase activity | PDI insulin aggregation turbidity, A650, 90 min | inhibition, % at 10 µM | 0.052% of 350,000 active | AID 588391;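 active means mean inhibition across replicates of 30% or more, whatever share of single replicates reach that level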;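 further: absorbance from insulin aggregation driven by PDI reduction with DTT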
Target sequence (P07237 whole entry, looked up): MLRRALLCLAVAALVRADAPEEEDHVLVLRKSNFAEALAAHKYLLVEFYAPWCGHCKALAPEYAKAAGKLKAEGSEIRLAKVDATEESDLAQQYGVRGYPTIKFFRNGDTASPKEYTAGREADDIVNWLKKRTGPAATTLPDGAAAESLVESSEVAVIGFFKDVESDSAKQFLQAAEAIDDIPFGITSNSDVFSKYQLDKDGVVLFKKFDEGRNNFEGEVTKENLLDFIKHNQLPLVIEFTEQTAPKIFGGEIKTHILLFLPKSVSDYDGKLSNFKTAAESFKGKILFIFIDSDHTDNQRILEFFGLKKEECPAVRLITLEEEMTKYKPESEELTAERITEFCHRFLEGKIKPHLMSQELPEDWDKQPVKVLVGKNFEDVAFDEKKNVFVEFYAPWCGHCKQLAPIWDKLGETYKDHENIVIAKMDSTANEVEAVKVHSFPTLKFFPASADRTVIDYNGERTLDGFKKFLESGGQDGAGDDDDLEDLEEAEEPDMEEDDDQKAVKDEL
Granule exo inh – blocks lytic granule exocytosis; TALL-104 LAMP-1 surface exposure, flow cytometry; cells stimulated with thapsigargin and PMA; inhibition, % at 10 µM; 0.66% of 360,000 active;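 active means inhibition above about 55%, limit read from the data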
hiPSC survival – enhancers of human iPSC single-cell survival. AID 602274. survival enhancement, % at 20 µM. 0.044% of 360,000 active. hiPSC single-cell survival, ATPlite luminescence; 100% = ROCK inhibitor wells, 0% = DMSO; in the data active means survival enhancement above about 18%;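 further: cells exposed to compounds for 16 hours before the ATP read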
CaV13 FRET inh – Primary screen for inhibitors of IQ motif and Ca2+-dependent inactivation inhibitor domain binding in CACNA1D, Förster resonance energy transfer in living cells, …; HEK cells, CFP/YFP FRET ICDI-IQ, plate reader, 10 min; percent FRET-ratio fall versus neutral wells; inhibition, % at 12.3 µM; 0.098% of 340,000 active;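 active means mean replicate inhibition of at least 30% and at least 1% of replicates passing that level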;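 further: 0% = median of the neutral control wells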
Peg3 promoter – inhibitors of Peg3 promoter | AID 588405 | HeLa PEG-Prom luciferase reporter, luminescence, overnight | 1.7% of 360,000 active | inhibition, % at 20 µM;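 active means inhibition of at least 50% at 20 µM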
Vif inh – blocks HIV Vif function; HEK293T cells, Vif self-association by quenched fluorescence, imaging, 24 h; inhibition, % at 7.49 µM; 0.35% of 340,000 active; AID 602346; in the data active means inhibition above about 50%, passing the limit was not always enough; further: some results filed as inactive read as strong as hits
NR2E3 ag-1 – agonists of human nuclear receptor NR2E3; 0.12% of 320,000 active; Q9Y5X4; GST-NR2E3/biotin-RetCOR TR-FRET, 1536-well; inhibition of corepressor binding, % at 4.78 µM; AID 2300;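 active means percent inhibition above the cutoff of mean plus 3 SD of all tested compounds, set per screening campaign, cut at about 20% in these data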;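 further: 0% = DMSO wells and 100% = biotin wells as full block of FRET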
Target sequence (Q9Y5X4 whole entry, looked up): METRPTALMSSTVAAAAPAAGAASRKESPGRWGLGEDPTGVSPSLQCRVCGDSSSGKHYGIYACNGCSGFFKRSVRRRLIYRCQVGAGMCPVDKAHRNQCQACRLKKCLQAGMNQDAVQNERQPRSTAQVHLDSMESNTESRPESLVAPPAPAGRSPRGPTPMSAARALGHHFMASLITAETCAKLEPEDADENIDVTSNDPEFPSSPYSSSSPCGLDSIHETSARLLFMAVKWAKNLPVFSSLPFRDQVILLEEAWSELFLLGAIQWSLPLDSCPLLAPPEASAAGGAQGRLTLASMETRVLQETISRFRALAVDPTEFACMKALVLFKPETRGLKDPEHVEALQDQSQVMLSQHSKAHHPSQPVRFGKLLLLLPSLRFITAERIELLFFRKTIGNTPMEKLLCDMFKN
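System: GST-tagged NR2E3 plus biotinylated RetCOR corepressor; Buffer or medium: pH 7.5 Tris-based buffer; Probe or stimulus: RetCOR corepressor, biotinylated, 7 nM; Doses: compound at 4.8 µM, single dose; Schedule: 5 h incubation at 4 °C; Technique: time-resolved FRET; Evaluation: percent inhibition of TR-FRET ratio; Replication: one well per compound, singlicate testing.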
NR2E3 ag-2 – human photoreceptor-specific nuclear receptor agonism; Q9Y5X4; CHO-S Gal4-NCOR/VP16-NR2E3 two-hybrid, luciferase; inhibition of corepressor binding, % at 3.98 µM; 0.35% of 360,000 active; AID 602229;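 active means inhibition above the mean of all tested compounds plus 3 SD, cut at about 70% in these data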;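 further: 0% = DMSO with NR2E3 transfected cells and 100% = cells lacking NR2E3 construct; higher means lower luciferase signal from less NR2E3 corepressor binding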
HIF-2a inh – HIF-2a inhibition | 0.72% of 360,000 active | inhibition, % at 18.8 µM | AID 624352 | 786-0 RCC cells HIF-2a reporter, luciferase luminescence, overnight;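 active means inhibition of the luminescence signal of 40% or more relative to plate controls, in a single-dose primary screen at 18.75 µM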
Starred values were filed as active, the others as inactive; / = not tested or not shown.

mol | aDG glyco up | MITF TRPM1 inh | PDI inh | Granule exo inh | hiPSC survival | CaV13 FRET inh | Peg3 promoter | Vif inh | NR2E3 ag-1 | NR2E3 ag-2 | HIF-2a inh
CC(=O)Nc1ccc(Nc2nc(-c3ccccc3)nc3ccccc23)cc1 | -0.4 | -8 | -5 | 37 | -1.9 | 3 | 45 | -14 | 3 | -6 | -33
CCN(CC)C(=O)C1CCCN(Cc2ccccc2C(F)(F)F)C1 (stereo unspecified) | 0.2 | 4 | 1 | -2 | 0.1 | / | 14 | -1 | 7 | -32 | 9
COc1ccc(NC(=O)CCCN2C(=O)/C(=C\c3ccco3)SC2=S)cc1 | 0.6 | 6 | 16 | 0 | -3.1 | -6 | 21 | 4 | 1 | 9 | 61*
CCCCN(CCCNC(=O)c1ccc(CS(=O)(=O)c2ccc(OC)cc2)o1)Cc1ccccc1 | -0.4 | -6 | -2 | 1 | -0.2 | -6 | -1 | 1 | 0 | 2 | 4
Cc1cccc(C(=O)Nc2ccc(O)cc2)c1 | 0.1 | -35 | -2 | -1 | -0.8 | -4 | -119 | 2 | 4 | -53 | -147
Nc1ccc(S(=O)(=O)Nc2ccnn2-c2ccccc2)cc1 | 0.9 | 11 | -8 | -5 | 0.3 | -6 | -3 | -1 | 2 | -14 | -7
Cc1nn(CCC(=O)NNC(=S)Nc2ccc(F)cc2)c(C)c1[N+](=O)[O-] | -0.2 | 8 | -13 | 0 | -1.3 | -4 | -6 | 8 | 0 | -7 | 14
O=C(N/N=C/c1cccnc1)c1ccc(Cl)c(Cl)c1 | -0.1 | -28 | 12 | -5 | 3.0 | -5 | -16 | -3 | 5 | -26 | -13
CCN(CC)S(=O)(=O)c1ccc(C(=O)NCC(c2cccs2)N2CCOCC2)cc1 (stereo unspecified) | 0.1 | 1 | -16 | -3 | -0.7 | -8 | 18 | -1 | 3 | 3 | -26
Cn1c(NCCc2ccncc2)nc2cc(-c3cccc(Cl)c3)sc2c1=O | -0.2 | / | 3 | -6 | 0.5 | -6 | -85 | -3 | / | -47 | -75
Cc1ccc(-n2ncc3c(NCc4cccnc4)ncnc32)cc1C | 0.5 | -67 | -4 | 10 | 0.0 | -13 | -460 | -14 | 5 | 10 | -176
O=S(=O)(c1cccc2cccnc12)N1CCN(c2ccc(F)cc2)CC1 | -0.5 | -5 | -1 | -3 | 1.6 | -9 | 10 | -1 | -3 | 12 | 10
O=C(NCC1CCCCC1)c1cc2ccccc2cc1O | 0.0 | -29 | 15 | -2 | -0.4 | -4 | -192 | -7 | 4 | -90 | -241
Cc1ccc(-c2cc(C(=O)N/N=C\c3cnn(C)c3C)c3ccccc3n2)cc1C | -0.3 | -31 | 3 | 1 | -3.7 | -4 | -117 | -8 | -2 | -4 | -156
CCN(CC)CCn1c2c(c(SCC(=O)Nc3nc(C)cs3)nc1=O)CCCC2 | 0.1 | -6 | 12 | 4 | 0.6 | -6 | 5 | 4 | -3 | -20 | -2
CC1(C)C(=O)OC(c2ccccc2)C2(CCCC2)C1=O (stereo unspecified) | -0.3 | -6 | 12 | -1 | -1.0 | -4 | 5 | / | 0 | 7 | 17
O=[N+]([O-])c1ccc(S(=O)(=O)NNC(=S)NCCc2ccccc2)cc1 | 0.3 | 5 | 11 | 1 | -0.1 | -5 | 18 | -11 | 1 | -31 | 4
CCOC(=O)C1=NN(c2ccccc2C)C2=NC(C)=C(C(=O)OC)C(c3cccc(OC)c3)N12 (stereo unspecified) | 0.0 | 5 | 2 | -3 | -0.7 | -2 | 4 | 2 | 1 | -13 | -39
COc1ccc(NC(=O)CCN2C(=O)c3ccccc3S2(=O)=O)c(OC)c1 | -0.3 | -6 | 8 | 7 | -1.3 | 6 | 1 | 2 | 1 | 8 | 11
O=C(O)C1CC(=O)N(CCOc2ccccc2)C1 (stereo unspecified) | 0.0 | 13 | 4 | -4 | -0.7 | -5 | 14 | -4 | -2 | 5 | 11

Complete entries, looked up by structure. Order of values: aDG glyco up	MITF TRPM1 inh	PDI inh	Granule exo inh	hiPSC survival	CaV13 FRET inh	Peg3 promoter	Vif inh	NR2E3 ag-1	NR2E3 ag-2	HIF-2a inh
CCN(CC)S(=O)(=O)c1ccc(C(=O)NCC(c2cccs2)N2CCOCC2)cc1 (stereo unspecified) is entered as 0.1	1	-16	-3	-0.7	-8	18	-1	3	3	-26
CCN(CC)CCn1c2c(c(SCC(=O)Nc3nc(C)cs3)nc1=O)CCCC2 is entered as 0.1	-6	12	4	0.6	-6	5	4	-3	-20	-2

Continued.
mol | aDG glyco up | MITF TRPM1 inh | PDI inh | Granule exo inh | hiPSC survival | CaV13 FRET inh | Peg3 promoter | Vif inh | NR2E3 ag-1 | NR2E3 ag-2 | HIF-2a inh
COc1ccc(CN2CCCN(C)CC2)c(OC)c1C | 0.0 | -4 | 0 | -4 | -0.6 | -20 | 1 | -2 | 1 | -10 | 15
COc1ccccc1C(=O)NC(=O)COC(=O)CNC(=O)c1ccccc1F | -0.1 | 4 | -14 | 6 | -0.5 | -2 | 0 | -4 | / | 10 | 15
CC(=O)Nc1cccc(NC(=O)C(=O)NCC(c2ccco2)N2CCc3ccccc32)c1 (stereo unspecified) | 0.5 | 14 | 4 | -4 | -0.4 | -3 | -2 | -3 | 1 | -11 | 10
COC(=O)CN(c1ccc(C(C)C)cc1)S(=O)(=O)c1c(C)[nH]c(=O)[nH]c1=O | 0.0 | 3 | / | -5 | 0.6 | -2 | -1 | 9 | 0 | -28 | 5
C=CCn1c(=NC(=O)CC)n(C)c2ccccc21 | -0.2 | 18 | 10 | -1 | 0.4 | -3 | -6 | -1 | 2 | -4 | 16
COc1ccc(Cc2noc(CN(C)CC(O)c3ccccc3)n2)cc1OC (stereo unspecified) | 0.5 | -6 | 3 | -3 | -0.8 | -5 | 16 | 5 | 0 | -13 | 20
CCCOC(=O)c1ccc(Oc2coc3c(CN(CC)CC)c(O)ccc3c2=O)cc1 | 0.2 | 1 | 3 | 0 | -2.0 | -5 | 19 | -1 | 0 | 5 | 17
COc1ccc2[nH]c(=O)c(CN(Cc3ccccc3)C(=S)NCC3CCCO3)cc2c1 (stereo unspecified) | 0.1 | -3 | 0 | -6 | -0.6 | -5 | 27 | -5 | 3 | -5 | 27
CCO[C@H]1OC(C(=O)Nc2ccccc2)=C[C@@H](C)[C@@H]1CCCO | -0.1 | -27 | -3 | -15 | 0.3 | -11 | -9 | 8 | 2 | -10 | -18
CCCn1c(SCC(=O)Nc2nnc(C(C)C)s2)nc2c1c(=O)n(C)c(=O)n2C | 0.5 | 8 | -7 | -7 | 3.0 | -4 | 18 | -1 | -1 | -27 | 11
CC1(C)C2CCC1(CS(=O)(=O)NCc1ccc(C(=O)O)cc1)C(=O)C2 (stereo unspecified) | 0.0 | 4 | -16 | 1 | 3.0 | / | 13 | 14 | -2 | -18 | 6
C[C@@H]1CN([C@H](C)CO)C(=O)CCCn2cc(nn2)CO[C@H]1CN(C)C(=O)Nc1ccc(F)cc1 | -0.1 | / | 8 | 3 | -1.1 | -2 | -7 | -4 | / | -30 | 6
CCNC(=O)NC1(C(=O)Nc2ccc3c(c2)OCCO3)CCCCC1 | -0.2 | 19 | 3 | -4 | 0.9 | -5 | -3 | 7 | -4 | -17 | 2
CC(C)Cn1c(SCC(=O)NC2CC2)nc2ccc(Cl)cc2c1=O | 0.4 | / | -9 | -6 | 1.3 | -7 | 16 | 9 | / | 7 | -2
O=[N+]([O-])c1ccc(N2CCN(c3nc(-c4ccc(Cl)cc4)cs3)CC2)cc1 | 1.2 | -1 | -10 | 3 | -2.6 | -5 | 14 | -2 | 1 | -4 | 17
CC1C(=O)Nc2ccccc2N1C(=O)c1ccc(F)cc1 (stereo unspecified) | -0.1 | -6 | -6 | -5 | -0.7 | -3 | 13 | -14 | 1 | -10 | 14
CCCCN(C)C(=S)Nc1ccc2nc3n(c(=O)c2c1)CCCCC3 | 0.1 | 15 | -4 | 0 | 1.4 | -7 | -6 | -3 | -3 | 5 | -3
COc1ccc(SC[C@H](Cc2ccccc2)N2CCN(C)CCC2=O)cc1 | -0.2 | -7 | -5 | -2 | -1.5 | -9 | -4 | -3 | 7 | 8 | -1
CCOc1ccc(OCCSc2nc3ccccc3[nH]2)cc1 | 0.8 | 0 | -5 | 6 | 2.3 | -7 | -14 | -27 | 1 | 10 | -71
COc1ccc(OC)c(S(=O)(=O)n2nc(-c3ccccc3)cc2N)c1 | 0.4 | -7 | 11 | 3 | 1.2 | -7 | 9 | 0 | -2 | 2 | 15
COc1ccc(CCNC(=O)C2CCC(=O)N(C3CC3)C2)c(OC)c1 (stereo unspecified) | 0.0 | -6 | 11 | 30 | -0.3 | -5 | 2 | 0 | -2 | 0 | 8
O=C(O)CCCCCNC(=O)CCn1nnc2ccccc2c1=O | 0.1 | -1 | 0 | -3 | 2.3 | -6 | 7 | 3 | -2 | -23 | 10
COCCCNC(=O)c1cccc(S(=O)(=O)N2CC3(C)CC2CC(C)(C)C3)c1 (stereo unspecified) | 0.1 | 6 | 2 | -5 | -0.1 | -3 | 17 | -2 | -2 | 11 | 14
O=C(C1=C[C@@H](C2CCCCC2)C[C@@H](OCCCCO)O1)N1CCN(Cc2ccccc2)CC1 | 0.1 | 6 | 5 | 1 | -1.7 | -10 | 3 | 12 | 2 | -11 | -3
COc1ccccc1NC(=O)NC1CCS(=O)(=O)C1 (stereo unspecified) | -0.3 | 8 | -8 | 0 | 0.5 | -3 | -1 | 13 | -1 | -9 | 5

By substructure, those above containing an aryl thioether with sulfur outside any ring
mol | aDG glyco up | MITF TRPM1 inh | PDI inh | Granule exo inh | hiPSC survival | CaV13 FRET inh | Peg3 promoter | Vif inh | NR2E3 ag-1 | NR2E3 ag-2 | HIF-2a inh
CCN(CC)CCn1c2c(c(SCC(=O)Nc3nc(C)cs3)nc1=O)CCCC2 | 0.1 | -6 | 12 | 4 | 0.6 | -6 | 5 | 4 | -3 | -20 | -2
CCCn1c(SCC(=O)Nc2nnc(C(C)C)s2)nc2c1c(=O)n(C)c(=O)n2C | 0.5 | 8 | -7 | -7 | 3.0 | -4 | 18 | -1 | -1 | -27 | 11
CC(C)Cn1c(SCC(=O)NC2CC2)nc2ccc(Cl)cc2c1=O | 0.4 | / | -9 | -6 | 1.3 | -7 | 16 | 9 | / | 7 | -2
COc1ccc(SC[C@H](Cc2ccccc2)N2CCN(C)CCC2=O)cc1 | -0.2 | -7 | -5 | -2 | -1.5 | -9 | -4 | -3 | 7 | 8 | -1
CCOc1ccc(OCCSc2nc3ccccc3[nH]2)cc1 | 0.8 | 0 | -5 | 6 | 2.3 | -7 | -14 | -27 | 1 | 10 | -71

Compounds were not picked by outcome; about 3.5% have a hit in one of these screens.
